IDE cell inh – inhibits human insulin-degrading enzyme in HEK cells; P14735; 320,000 tested, 0.41% active; AID 434962; inhibition, % at 5.59 µM; FAbetaB cleavage, fluorescence polarization;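 active means percent inhibition above the average of all tested compounds plus 3 SD, set per screening campaign, cut at about 16% in these data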;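 further: IDE supplied by intact live HEK cells; FP after avidin binding of uncleaved biotin substrate so inhibition keeps polarization high; 0% = DMSO wells and 100% = 60 µM reference IDE inhibitor Ii1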
GPR7 antagonist – blocks human GPR7 receptor signaling | 290,000 tested, 1.1% active | inhibition, % at 4.4 µM | GPR7-expressing cells, fluorescence antagonist assay | AID 1861; in the data active means inhibition above about 16%, passing the limit was not always enough;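 further: cells stimulated with the agonist NPW; 0% = agonist with vehicle and 100% = vehicle without agonist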
Target sequence (P48145 whole entry, looked up): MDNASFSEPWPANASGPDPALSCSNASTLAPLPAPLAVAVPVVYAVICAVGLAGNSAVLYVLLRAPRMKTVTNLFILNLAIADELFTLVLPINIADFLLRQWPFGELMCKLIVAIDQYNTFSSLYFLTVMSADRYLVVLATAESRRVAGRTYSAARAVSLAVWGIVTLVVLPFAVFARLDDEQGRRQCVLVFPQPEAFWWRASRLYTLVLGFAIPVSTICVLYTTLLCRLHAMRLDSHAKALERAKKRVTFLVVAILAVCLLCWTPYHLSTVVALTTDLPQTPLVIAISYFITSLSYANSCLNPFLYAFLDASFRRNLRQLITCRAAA
VIM-2 inh – inhibitors of Pseudomonas aeruginosa VIM-2 metallo-beta-lactamase. purified VIM-2, nitrocefin hydrolysis, epi-absorbance fluorescence. inhibition, % at 5.6 µM. 290,000 tested, 0.89% active;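 active means inhibition above the mean of all tested compounds plus 3 SD, cutoff set per screening run, cut at about 7.5% in these data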;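 further: red hydrolysis product quenches plate fluorescence so inhibitors raise well fluorescence; 0% = enzyme with DMSO and 100% = DMSO without enzyme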
M18AAP inhibitor – blocks P. falciparum M18 aspartyl aminopeptidase. 290,000 tested, 1.2% active. recombinant PfM18AAP, H-Glu-NHMec fluorogenic cleavage. AID 1822. inhibition, % at 7.35 µM;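 active means inhibition above the campaign mean inhibition over all tested compounds plus 3 SD, cut at about 28% in these data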;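 further: 0% = plate median of test compound wells and 100% = 2 mM ZnCl2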
PHOSPHO1 inh – blocks human PHOSPHO1 phosphatase activity; recombinant PHOSPHO1, absorbance phosphatase assay; Q8TCT1; 290,000 tested, 1.1% active; AID 1565; inhibition, % at 13.3 µM; in the data active means inhibition above about 60%
Target sequence (Q8TCT1 whole entry, looked up): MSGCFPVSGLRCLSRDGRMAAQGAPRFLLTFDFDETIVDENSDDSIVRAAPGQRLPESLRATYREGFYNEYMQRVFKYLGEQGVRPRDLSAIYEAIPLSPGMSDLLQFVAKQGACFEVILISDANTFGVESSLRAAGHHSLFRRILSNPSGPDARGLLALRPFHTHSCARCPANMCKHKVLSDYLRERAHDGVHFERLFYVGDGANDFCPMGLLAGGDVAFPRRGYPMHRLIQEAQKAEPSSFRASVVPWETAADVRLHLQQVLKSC
IDE act – activators of human insulin-degrading enzyme in cells. P14735. HEK cells, FAbeta-B cleavage, fluorescence polarization; 0% vehicle, 100% cell-free pure enzyme wells. activation, % at 5.96 µM. 340,000 tested, 0.073% active;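 active means activation above the mean of all tested compounds plus 3 SD, set per screening campaign, cut at about 17% in these data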
NALP1 inh – inhibitors of NALP1 inflammasome in yeast. S. cerevisiae NALP1/ASC/caspase-1 growth, X-gal OD620, 72 h. inhibition, % at 10 µM. 280,000 tested, 0.61% active; in the data active means inhibition mostly above about 24%, no sharp cut-off; inactive means mostly below about 32%; further: some compounds called inactive have numbers as strong as hits
p-CIP stab down – p/CIP protein destabilization | Q05BA5 | F442A p/CIP-EGFP cells, EGFP fluorescence, 16 h | decrease of EGFP signal, % at 10 µM | 290,000 tested, 0.01% active | AID 1984;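 active means EGFP signal decrease of at least 30% at 10 µM or well 3 SD below plate mean, unless failing retest; inactive means the rest, including hits failing retest or dose response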; further: some compounds called inactive have numbers as strong as hits; many of its hits are not listed in these tables
IMP-1 inh – blocks Pseudomonas aeruginosa IMP-1 metallo-beta-lactamase. 290,000 tested, 0.45% active. AID 1556. purified IMP-1, nitrocefin hydrolysis, epi-absorbance fluorescence. inhibition, % at 5.6 µM;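 active means inhibition above the mean plus 3 SD of all compounds in the same screening run, cut at about 4.5% in these data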;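 further: 0% = IMP-1 with DMSO and 100% = DMSO wells lacking enzyme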
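System: purified IMP-1; amount: IMP-1 0.2 nM before substrate addition; compound: single dose, 5.6 µM; times: 25 °C, 15 min preincubation, 25 min reaction; signal: Epi-absorbance via hydrolysed-nitrocefin quenching of white-plate fluorescence, 480/530 nm, EDTA stop; benchmarks: DMSO with and without IMP-1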
The depositor's hits bear a star; nt = not tested or not shown. Random draw from the library, and some 5.3% of all compounds hit somewhere here.

A first look (4 entries):
SMILES	IDE cell inh	GPR7 antagonist	VIM-2 inh	M18AAP inhibitor	PHOSPHO1 inh	IDE act	NALP1 inh	p-CIP stab down	IMP-1 inh
COc1ccc(-c2sc(Nc3ccccc3)n[n+]2-c2ccc(F)cc2)c(C)c1C	-2	16	-5.8	-1	-2	-3	19	-9	-1.5
CCCCN1C(=O)CCC(C(=O)O)C1c1ccc(OC)cc1 (centres undefined)	-5	5	0.2	-2	9	-1	28	8	-3.1
COc1cccc(NC(=S)N(CCN(C)C)Cc2cccs2)c1	2	2	-2.2	-2	28	1	6	-2	-3.2
Cc1nn(C)c(C)c1/C=N/NC(=O)CCn1cc([N+](=O)[O-])cn1	-1	-12	-0.7	2	12	1	13	-10	-2.7

The list itself (from the top)
SMILES	IDE cell inh	GPR7 antagonist	VIM-2 inh	M18AAP inhibitor	PHOSPHO1 inh	IDE act	NALP1 inh	p-CIP stab down	IMP-1 inh
COc1ccc(-c2sc(Nc3ccccc3)n[n+]2-c2ccc(F)cc2)c(C)c1C	-2	16	-5.8	-1	-2	-3	19	-9	-1.5
CCCCN1C(=O)CCC(C(=O)O)C1c1ccc(OC)cc1 (centres undefined)	-5	5	0.2	-2	9	-1	28	8	-3.1
COc1cccc(NC(=S)N(CCN(C)C)Cc2cccs2)c1	2	2	-2.2	-2	28	1	6	-2	-3.2
Cc1nn(C)c(C)c1/C=N/NC(=O)CCn1cc([N+](=O)[O-])cn1	-1	-12	-0.7	2	12	1	13	-10	-2.7
CC(COc1ccc(C(C)C)cc1)NC(=O)c1ccc(Br)o1 (centres undefined)	-3	-5	2.0	-3	-7	0	12	4	0.9
CCN1C(=O)N(c2ccc(C(C)=O)cc2)S(=O)(=O)c2ccccc21	0	-4	-2.5	2	38	-1	17	3	-3.0
Cc1ccc(CNS(=O)(=O)c2ccc(-c3cnc(C4CC4)o3)cc2)cc1	-2	-7	0.0	-13	42	1	4	-1	-0.2
COC(=O)c1ccc(NC(=O)c2ccc3nccnc3c2)cc1	7	-6	-3.4	1	23	-2	-10	-1	0.5
COc1ccc(Cc2nnc(NC(=O)c3ccc(OC)c(OC)c3)s2)cc1OC	6	0	-2.6	6	-10	1	3	2	-2.6
COc1ccccc1-c1ccc(SCC(=O)NCc2ccc3c(c2)OCO3)nn1	4	-7	1.6	-2	26	2	-12	-8	-0.9
CCc1nn2c(N3CCOCC3)cc(C)nc2c1-c1ccc(F)cc1	7	-5	1.6	9	10	-3	16	-5	1.0
CCOc1cc(C(=O)Nc2ccc(N3CCN(C(C)=O)CC3)cc2)cc(OCC)c1OCC	5	-8	-1.2	6	-8	5	3	-4	-6.6
COCCNC(=O)C(OC(=O)C1=Cc2ccccc2OC1)C(C)C (centres undefined)	3	-3	-2.1	-5	29	2	23	-9	-2.2
O=C(Nc1ccc2c(c1)OCCO2)c1ccncc1	8	5	-3.9	0	-36	4	1	-3	-1.6
COc1cc(NC(=O)c2cc(-c3ccc4c(c3)OCO4)on2)cc(OC)c1OC	-7	-8	-3.1	0	24	-2	8	1	-6.0
Cc1c(Cl)cccc1N(Cc1ccc(C(=O)O)cc1)S(=O)(=O)c1ccccc1	3	-11	-2.1	-3	20	3	1	6	-2.8
CC1(C)CC(NC(=O)C23CCC(C)(C(=O)C2=O)C3(C)C)CC(C)(C)N1 (centres undefined)	-1	-5	-1.9	-1	6	5	15	3	-2.6
COc1ccc(CCN2C(=O)CC(Sc3ncccc3C(=O)O)C2=O)cc1OC (centres undefined)	4	-15	-2.3	0	-27	-2	1	5	-1.2
O=C1c2ccccc2C(=O)N1CC1c2ccccc2CCN1S(=O)(=O)c1cnc[nH]1 (centres undefined)	2	-6	-0.3	8	-1	9	2	-4	-2.0
Cc1nc(NC2=NCN(CCc3ccccc3)CN2)nc2c(C)cccc12	nt	-14	5.5	-13	nt	nt	nt	nt	-4.8
O=C(CCCCCn1c(=S)[nH]c2ccc(Br)cc2c1=O)NCC1CCCO1 (centres undefined)	-5	-2	-2.8	12	60	1	-1	-9	-2.8
O=C1[C@@H]2[C@@H]3C[C@@H]([C@H]4ON=C(c5ccc(Cl)cc5)[C@@H]34)[C@@H]2C(=O)N1c1ccc2c(c1)OCO2	-3	-3	-0.8	11	17	3	26	-4	-2.3
CCC(C)C(NC(=O)/C(=C\c1ccccc1)NC(=O)c1ccc(OC)cc1)C(=O)O (centres undefined)	1	3	0.3	-3	26	9	1	12	-4.0
CCN(CC)CCCNC(=O)c1cc2c(=O)n(CC)c3ccccc3c2s1	-7	-3	14*	5	20	2	29	-7	-1.6
CCOC(=O)C1CCCN(c2c(N3CCOCC3)c(=O)c2=O)C1 (centres undefined)	1	-2	-1.9	-4	-9	3	10	-1	-1.7
O=C(CN1CCN(Cc2ccccc2Cl)C1=O)N1CCCCCC1	7	1	0.4	-2	14	2	6	-6	-2.0
Cc1ccc(-n2nc(C)c(NS(=O)(=O)c3ccccc3)c2C)cc1C	2	-8	-2.6	0	10	-5	3	8	-3.8
CC1Cc2nc(SCC(=O)Nc3ccc4c(c3)OCO4)n(-c3ccc(F)cc3)c(=O)c2S1 (centres undefined)	1	nt	nt	nt	18	-2	8	6	nt
COc1cccc2cc(C(=O)c3ccc([N+](=O)[O-])cc3)oc12	4	3	0.7	-13	21	-3	1	1	-1.6
CCCCN=C(C)c1c(O)c2ccccc2oc1=O	-2	-11	-2.6	-5	9	2	25	1	0.8
CCN1CCN(C(=O)c2ccccc2N(Cc2ccccc2)S(=O)(=O)c2ccc(C)cc2)CC1	0	-3	-4.2	5	16	2	16	5	-1.6
CC(CC(=O)NCCc1ccc(S(N)(=O)=O)cc1)c1ccccc1 (centres undefined)	-5	-12	0.9	-8	29	3	4	2	2.1
CCN(CC)c1ccc(C(=O)c2ccccc2C(=O)O)c(O)c1	-1	-8	-1.5	10	7	0	-146	5	-1.2
CN(NS(C)(=O)=O)c1c(C#N)c(C(F)(F)F)nn1C	-1	-8	-3.1	3	36	0	8	-5	-3.0
Cc1ccc(CNC(=O)Cn2c(=O)n(CC(=O)N3CCCCC3)c(=O)c3sccc32)cc1	-4	-14	2.0	4	44	-5	14	-1	-2.3
Cc1cccc(/C=N/NC(=O)c2ccc3c(c2)OCCO3)c1O	5	-1	-0.5	27	17	-6	8	-5	-1.7
CCCn1c(SCC(=O)NC2CCCCC2C)n[nH]c1=O (centres undefined)	6	0	-1.7	-2	-26	0	4	22	-1.6
NS(=O)(=O)c1ccc2nc(NC(=O)c3ccc(Br)o3)sc2c1	5	-5	-3.3	3	-7	-1	6	-1	-0.8
CCOC(=O)c1cnn(CCOC(=O)c2cccs2)c1NC(=O)c1cccs1	nt	-12	-1.9	-2	2	-2	-22	0	-1.2
COc1ccc(C)cc1S(=O)(=O)n1nc(C)cc1C	4	-1	-1.8	1	13	6	15	0	-0.7
O=C(c1cc([N+](=O)[O-])ccc1N1CCOCC1)N1CCN(c2ccccc2)CC1	-6	20	-0.9	5	22	6	-8	-26	-2.6
O=C(COC(=O)c1oc2ccccc2c1CSc1ccc(Cl)cc1)NC1CCCC1	1	-17	-3.2	-1	46	4	33	-4	-0.7
COc1ccc2nc(C)cc(SCC(=O)N/N=C/c3c(OC)ccc4ccccc34)c2c1	3	-10	-0.4	-9	-7	6	-22	-16	-1.2
Cc1cccc(NC(=O)c2nc[nH]c2C(=O)N[C@@H](Cc2ccccc2)C(=O)OCc2ccccc2)c1	2	nt	nt	nt	34	2	nt	3	nt
CCn1nnnc1SCC(=O)Nc1sc(C)c(C)c1C#N	6	-2	1.4	4	6	1	3	-8	-3.6
NS(=O)(=O)c1ccc(NC(=O)COC(=O)COc2ccc3ccccc3c2)cc1	-6	-9	0.4	1	15	5	12	-10	-1.5
CC(=O)c1ccc(NC(=O)CC(NCCC2=CCCCC2)C(=O)O)cc1 (centres undefined)	4	-2	-2.3	-7	-3	4	18	-6	-4.1
COC(=O)c1ccc(NCC(=O)Nc2cc(C)cc(C)c2)cc1	0	10	-1.5	0	-12	-4	nt	-5	-1.6
C=CCSc1ncccc1C(=O)O	-4	-12	-2.4	2	-4	-3	10	-2	-3.5
N#C/C(=C\Nc1ccc2cn[nH]c2c1)c1nc(-c2ccc(Cl)cc2)cs1	-3	-12	-1.4	5	9	1	-62	-2	0.5
New compounds follow
SMILES	IDE cell inh	GPR7 antagonist	VIM-2 inh	M18AAP inhibitor	PHOSPHO1 inh	IDE act	NALP1 inh	p-CIP stab down	IMP-1 inh
Cc1ccc(NC(=O)CCc2nc(-c3cccs3)no2)c(Br)c1	4	-13	-2.0	2	34	0	4	-2	-3.7
CC(=O)Nc1cccc(C(=O)OCC(=O)c2ccccc2Cl)c1	0	4	0.7	3	53	0	2	-2	-2.8
O=c1[nH]c2cc3c(cc2cc1CN(CC1CCCO1)S(=O)(=O)c1ccc(Cl)cc1)OCCO3 (centres undefined)	0	-9	-2.0	-7	-18	4	13	-7	-4.5
CC(C)(C)c1ccc(-c2noc(CCC(=O)N3CCOCC3)n2)cc1	7	-21	-1.2	-7	23	-2	7	1	-3.1
Cn1c(=O)c2c(ncn2CC(COCc2ccc(Cl)cc2)OCc2ccc(Cl)cc2)n(C)c1=O (centres undefined)	10	0	1.4	-1	6	3	21	-11	-2.9
COc1ccc(S(=O)(=O)N(CC(=O)N/N=C/c2ccc(C(=O)O)cc2)Cc2ccccc2)cc1OC	4	-12	-1.5	3	18	2	14	-16	-3.8
Cc1ccccc1Nc1c(-c2cccnc2)nc2cccc(C)n12	2	-1	-1.3	5	33	-3	8	-2	-0.5
Cn1c(=O)[nH]c(=O)c2c1nc(N1CCN(CCO)CC1)n2CCSc1nc2ccccc2s1	5	-8	-1.8	-5	9	7	24	-13	-1.9
COc1cc(CNc2ccc3[nH]c(=O)[nH]c3c2)ccc1OCc1ccccc1Cl	1	12	0.5	-10	1	1	19	-16	-0.3
Nc1cc(=O)nc(SCC(=O)NCc2ccccc2)n1CCc1ccccc1	-1	-3	0.2	6	30	0	16	-11	-0.4
CSc1sc(C(=O)NCC2CC2)c(-c2cccs2)c1C#N	3	-8	-3.6	-7	-1	nt	16	-26	-2.6
COC(=O)c1ccc(NC(=O)C2CCCN(S(C)(=O)=O)C2)cc1 (centres undefined)	0	0	-3.5	5	12	8	-4	6	-3.1
CC(=O)Nc1cccc2c1C(=O)NC2=O	-3	15	-0.6	-5	-12	2	21	-14	-1.3
CCOC(=O)N1CCC(N2CC34C=CC(O3)C(C(=O)O)C4C2=O)CC1 (centres undefined)	8	-7	-2.6	3	2	3	9	-2	-3.4
CCOC(=O)C(NC(=O)NCc1ccccc1OC)(OCC)C(F)(F)F (centres undefined)	-2	-9	-0.3	5	-6	1	8	6	-1.6
COc1cc2c(cc1OC)CN(CC(=O)Nc1ccc(S(=O)(=O)N(C)C)cc1)CC2	5	-15	2.3	-7	12	5	-4	2	-0.8
O=C1NC(=O)/C(=C/C(=O)N2CCOCC2)S1	3	-7	-0.6	1	37	4	11	0	-4.8
COc1ccc(C(=O)NC(=S)N2CCNC(=O)C2CC(=O)OC(C)C)cc1 (centres undefined)	5	-10	-7.8	2	8	-1	0	-6	-5.1

Quoted from the listing:
Result for COC(=O)c1ccc(NC(=O)C2CCCN(S(C)(=O)=O)C2)cc1 (centres undefined) under IDE act: 8
Result for CC(=O)Nc1cccc2c1C(=O)NC2=O under M18AAP inhibitor: -5

Screening results from PubChem BioAssay.
